RXFP1 agonist: RXFP1 (human) receptor agonism | AID 2676 | HEK293T-RXFP1 cAMP TR-FRET, 30 min; response scale: percent of porcine relaxin response, buffer zero | Potency, µM (series often up to 57.5 µM), without a hit: at the highest dose activation, usual class: activators | hit rate 0.3% among 370,000; active = well fitted activation curve with a large enough effect; inconclusive = small, poorly fitted or top-dose-only effect; note: potency is the fitted concentration of half-maximal effect; % is set by controls: 0 for no effect and ±100 for the full control effect; nearly all actives have a fitted effect of over 60% in size; many of its hits are not listed in these tables
Target sequence (Q9HBX9 whole entry, looked up): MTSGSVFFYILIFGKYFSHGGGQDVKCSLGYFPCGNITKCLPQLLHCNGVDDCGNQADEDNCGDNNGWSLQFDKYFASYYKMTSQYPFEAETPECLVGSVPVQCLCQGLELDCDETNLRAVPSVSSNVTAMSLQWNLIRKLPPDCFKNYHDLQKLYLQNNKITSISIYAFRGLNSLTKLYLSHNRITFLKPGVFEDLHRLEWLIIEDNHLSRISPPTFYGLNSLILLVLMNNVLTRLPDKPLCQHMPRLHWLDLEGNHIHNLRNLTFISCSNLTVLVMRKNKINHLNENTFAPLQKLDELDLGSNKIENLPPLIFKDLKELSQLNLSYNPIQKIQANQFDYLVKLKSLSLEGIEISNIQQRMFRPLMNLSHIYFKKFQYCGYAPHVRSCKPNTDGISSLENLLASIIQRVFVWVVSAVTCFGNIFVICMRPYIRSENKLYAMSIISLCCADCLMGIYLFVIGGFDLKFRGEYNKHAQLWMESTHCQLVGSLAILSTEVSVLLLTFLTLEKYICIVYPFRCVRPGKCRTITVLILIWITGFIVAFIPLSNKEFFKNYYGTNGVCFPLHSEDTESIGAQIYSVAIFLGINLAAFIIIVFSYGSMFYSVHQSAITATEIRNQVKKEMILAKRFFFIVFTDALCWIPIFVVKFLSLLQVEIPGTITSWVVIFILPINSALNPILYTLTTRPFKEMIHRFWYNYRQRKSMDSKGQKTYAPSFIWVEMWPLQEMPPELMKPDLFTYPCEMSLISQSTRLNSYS
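HEK293 cells stably expressing RXFP1, treated 30 min at 37C with compounds plus PDE4 inhibitor Ro 20174; cAMP measured by HTRF TR-FRET. Normalized to buffer and 29 nM porcine relaxin; EC50 by Hill fit.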
TRHR PAM: allosterically enhances the human TRH receptor; TRHR cells, fluo-8 calcium fluorescence, EC20 TRH enhancement; enhancement, % at 2 µM; hit rate 0.66% among 360,000; in the data active = enhancement above about 30%; note: 0% is about no effect
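TRHR-expressing cells loaded with fluo-8 calcium dye were read kinetically (ex 480/em 530) during compound addition, then stimulated with an EC20 of TRH (10 nM final). Enhancement of the Gq-mediated intracellular calcium response was scored.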
D2 antag: D2 dopamine receptor (human) antagonism; P14416; HEK293 TREx D2 cells, calcium flux, dopamine EC80; inhibition, % at 10 µM; hit rate 2% among 340,000; AID 485344; in the data active = inhibition above about 30%; note: 0% is about no effect
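Overnight-induced (tetracycline, 30 C) HEK293 T-REx cells carrying force-coupled D2 receive a no-wash calcium dye, then compound, then EC80 dopamine at 180 s; signals are read kinetically throughout.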
RXFP1 antagonist: antagonists of human relaxin receptor RXFP1 | AID 1259400 | HEK293-RXFP1, relaxin-stimulated cAMP HTRF, 30 min; active compounds read low | Q9HBX9 | hit rate 0.59% among 350,000 | activity change, negative = inhibition, % at 57.5 µM;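 active = activity change of -60% or lower, but not beyond a set lower limit; inconclusive = change between -60% and -40%, or beyond the set limit; inactive = change above -40%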; note: % is set by controls: 0 for no effect and ±100 for the full control effect
D1 potentiator: potentiators of human D1 dopamine receptor. potentiation, % at 10 µM. hit rate 0.036% among 360,000. HEK293 TREx D1 cells, calcium flux, dopamine EC20 potentiation. P21728; in the data active = potentiation above about 30%; note: 0% is about no effect
D1 antag: blocks dopamine activation of the human D1 receptor; HEK293 TREx D1 cells, calcium flux, dopamine EC80; active compounds read low; activity change, negative = inhibition, % at 10 µM; hit rate 3.2% among 360,000; AID 504652; in the data active = activity change below about -30%; note: % is set by controls: 0 for no effect and ±100 for the full control effect
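HEK293 T-REx cells expressing inducible, force-coupled D1 receptor; no-wash Ca dye, 30–90 min RT. Cmpd → 180 s read at 1 Hz → EC80 DA → 180 s read.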
D2 potentiator: positive allosteric modulators of human D2 dopamine receptor. potentiation, % at 10 µM. P14416. HEK293 T-REx D2, calcium flux, EC20 dopamine potentiation. hit rate 0.34% among 340,000;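 active = potentiation over 3 SD above the plate norm, cut at about 30% in these data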; note: 0% is about no effect
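Using a no-wash calcium dye in inducible, force-coupled HEK293 Trex cells expressing D2, we tracked fluorescence each second for 180 s after compound, then for 180 s after EC20 dopamine to detect augmented signalling.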
D1 agonist: activates the human D1 dopamine receptor. P21728. HEK293 T-REx D1 cells, calcium flux, agonist mode. activation, % at 2 µM. hit rate 1% among 360,000; in the data active = activation above about 30%; note: 0% is about no effect
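Agonism was scored from calcium flux recorded over 180 s (1 read/s) after pintool compound addition, following a 10-cycle baseline. Cells were inducible force-coupled HEK293 TREx D1, plated overnight at 30 C and loaded with no-wash calcium dye.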
D2 ag: activates the human D2 dopamine receptor. HEK293 T-REx D2 cells, calcium flux agonist mode. activation, % at 2 µM. hit rate 0.53% among 340,000;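 active = activation over 3 SD above normal in the single-dose calcium agonist read, cut at about 30% in these data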; note: 0% is about no effect
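Agonism scored from kinetic calcium signal (1 read/sec, 180 s) following compound pin transfer, after a 10 s baseline. Cells: HEK293 Trex line expressing inducible D2 receptor coupled to calcium, dye-loaded after overnight culture at 30 C.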
Numbers without * were called inactive. The list is partial; rates above refer to the full screens.

A first look, 4 compounds:
What do the screens show for `O=S(=O)(c1ccc2[nH]c3c(c2c1)CCCC3)N1CCN(c2cccc(C(F)(F)F)c2)CC1`?
RXFP1 agonist: 15%; TRHR PAM: 0; RXFP1 antagonist: -15; D1 potentiator: -1; D1 antag: -4; D1 agonist: -1

Results for COc1ccc(S(=O)(=O)N(CC(=O)N2CCOCC2)c2cc(Cl)ccc2OC)cc1OC ?
RXFP1 agonist: 1.0%; TRHR PAM: 5; D2 antag: -2; RXFP1 antagonist: 0; D1 potentiator: 2; D1 antag: 2; D2 potentiator: 4; D1 agonist: 3; D2 ag: 0.3

How did CCCSc1nnc(N)s1 do in these assays?
RXFP1 agonist: 1.7%; TRHR PAM: 1; D2 antag: 4; RXFP1 antagonist: -9; D1 potentiator: 4; D1 antag: -4; D2 potentiator: -11; D1 agonist: 0; D2 ag: 1.4

What do the screens show for `Cc1cccc(NC(=O)CC(C)S(=O)(=O)c2ccc3c(c2)NC(=O)CO3)c1C` (configuration not stated)?
RXFP1 agonist: 0.0%; TRHR PAM: 1; D2 antag: 21; RXFP1 antagonist: 7; D1 potentiator: 2; D1 antag: -20; D2 potentiator: 5; D1 agonist: 3; D2 ag: 0.1

This part in full, repeating the preview:
What do the screens show for `O=S(=O)(c1ccc2[nH]c3c(c2c1)CCCC3)N1CCN(c2cccc(C(F)(F)F)c2)CC1`?
RXFP1 agonist: 15%; TRHR PAM: 0; RXFP1 antagonist: -15; D1 potentiator: -1; D1 antag: -4; D1 agonist: -1

Results for COc1ccc(S(=O)(=O)N(CC(=O)N2CCOCC2)c2cc(Cl)ccc2OC)cc1OC ?
RXFP1 agonist: 1.0%; TRHR PAM: 5; D2 antag: -2; RXFP1 antagonist: 0; D1 potentiator: 2; D1 antag: 2; D2 potentiator: 4; D1 agonist: 3; D2 ag: 0.3

How did CCCSc1nnc(N)s1 do in these assays?
RXFP1 agonist: 1.7%; TRHR PAM: 1; D2 antag: 4; RXFP1 antagonist: -9; D1 potentiator: 4; D1 antag: -4; D2 potentiator: -11; D1 agonist: 0; D2 ag: 1.4

What do the screens show for `Cc1cccc(NC(=O)CC(C)S(=O)(=O)c2ccc3c(c2)NC(=O)CO3)c1C` (configuration not stated)?
RXFP1 agonist: 0.0%; TRHR PAM: 1; D2 antag: 21; RXFP1 antagonist: 7; D1 potentiator: 2; D1 antag: -20; D2 potentiator: 5; D1 agonist: 3; D2 ag: 0.1

How did CCn1cc2c(n1)-c1c(oc(C(=O)Nc3cccc(C)c3C)c1C)CC2 do in these assays?
RXFP1 agonist: inconclusive; TRHR PAM: -4; RXFP1 antagonist: -4; D1 potentiator: -1; D1 antag: -8; D2 potentiator: -8; D1 agonist: 0; D2 ag: -0.1

How did O=C(NCCc1ccccc1)C1CCCN1C(=O)NCc1ccccc1 (configuration not stated) do in these assays?
RXFP1 agonist: -0.9%; TRHR PAM: -3; D2 antag: 12; RXFP1 antagonist: -18; D1 potentiator: -2; D1 antag: -5; D2 potentiator: -1; D1 agonist: 1; D2 ag: -0.2

What do the screens show for `O=C(Nc1ccc2ccccc2c1)c1cccc([N+](=O)[O-])c1`?
RXFP1 agonist: 0.4%; TRHR PAM: 0; D2 antag: -15; RXFP1 antagonist: -21; D1 potentiator: -11; D1 antag: -23; D2 potentiator: -9; D1 agonist: 0; D2 ag: 0.6

Results for CCC(Sc1nc(=O)cc(N)n1-c1cccc(C)c1)C(=O)Nc1cc(C)on1 (configuration not stated) ?
RXFP1 agonist: 1.4%; TRHR PAM: 12; D2 antag: -20; RXFP1 antagonist: -19; D1 potentiator: -9; D1 antag: -16; D2 potentiator: 0; D1 agonist: 6; D2 ag: 0.3

How did Cc1cc2ncn(-c3ncnc4sc(C)c(C)c34)c2cc1C do in these assays?
RXFP1 agonist: 4.6%; TRHR PAM: 1; RXFP1 antagonist: 0; D1 potentiator: 1; D1 antag: 2; D2 potentiator: 19; D1 agonist: 2

What do the screens show for `CC1=C(C(=O)OCc2ccccc2)C(c2cccc([N+](=O)[O-])c2)NC(=O)N1CCCCCC(=O)O` (configuration not stated)?
RXFP1 agonist: 0.7%; TRHR PAM: 13; D2 antag: -16; D1 potentiator: -1; D1 antag: 38; D2 potentiator: 9; D1 agonist: -2; D2 ag: 0.7

How did CCOc1ncccc1C(=O)OCC(=O)c1cc(OC)ccc1OC do in these assays?
RXFP1 agonist: 7.4%; TRHR PAM: 1; D2 antag: -3; RXFP1 antagonist: 15; D1 potentiator: -3; D1 antag: -3; D2 potentiator: 14; D1 agonist: 6; D2 ag: 1.4

How did O=C(CSc1nc2c(c(=O)n1-c1ccccc1)SCC2)NCC1CCCO1 (configuration not stated) do in these assays?
RXFP1 agonist: -3.2%; TRHR PAM: -1; D2 antag: 0; RXFP1 antagonist: 9; D1 potentiator: 6; D1 antag: -13; D2 potentiator: -3; D1 agonist: 2; D2 ag: -0.6

How did CCN1C(=O)[C@@H]2[C@@H](c3ccc(SC4CCCCC4)cc3)N3CCCC[C@@]3(C(=O)OC)[C@@H]2C1=O do in these assays?
RXFP1 agonist: 1.1%; TRHR PAM: 0; D2 antag: -6; D1 potentiator: -7; D1 antag: 8; D2 potentiator: 1; D1 agonist: 21; D2 ag: 1.6

Results for Fc1ccc(C(c2nnc(-c3ccccc3)o2)N2CCN(c3cccc(Cl)c3)CC2)cc1 (configuration not stated) ?
RXFP1 agonist: 1.6%; TRHR PAM: -1; D1 potentiator: -5; D1 antag: -11; D2 potentiator: 7; D1 agonist: 1; D2 ag: 0.6

How did O=S(=O)(c1ccc(SCc2ccccc2)nc1)N1CCCCCC1 do in these assays?
RXFP1 agonist: -0.2%; TRHR PAM: -7; D2 antag: -6; RXFP1 antagonist: -3; D1 potentiator: 4; D1 antag: 1; D2 potentiator: 4; D1 agonist: 5; D2 ag: 0.8

Results for CCCCOC(=O)Nc1ccc(S(=O)(=O)Nc2ncccn2)cc1 ?
RXFP1 agonist: 3.9%; TRHR PAM: -1; D2 antag: -5; RXFP1 antagonist: -7; D1 potentiator: -7; D1 antag: 6; D2 potentiator: 8; D1 agonist: 3; D2 ag: 0.7

What do the screens show for `CCOC(=O)C1(Cc2ccccc2C(F)(F)F)CCN(Cc2ccc(COC)o2)CC1`?
RXFP1 agonist: 0.3%; TRHR PAM: -7; RXFP1 antagonist: -37; D1 potentiator: -2; D1 antag: 3; D1 agonist: 0

How did CCOC(=O)c1ccc(NC(=O)c2nc[nH]c2C(=O)NCCCCCNC(=O)OC(C)(C)C)cc1 do in these assays?
RXFP1 agonist: 0.0%; TRHR PAM: -4; D2 antag: -19; D1 potentiator: -6; D1 antag: -28; D2 potentiator: -4; D1 agonist: 4; D2 ag: 0.1

What do the screens show for `CCc1ccc2n(-c3ccc(OC)cc3)c([S-])c(C(=O)Nc3cc(C)cc(C)c3)[n+]2c1`?
RXFP1 agonist: 5µM*; TRHR PAM: 1; D2 antag: 13; RXFP1 antagonist: -7; D1 potentiator: -1; D1 antag: 13; D2 potentiator: -2; D1 agonist: 2; D2 ag: 0.6

What do the screens show for `CCOCC(=O)Nc1nnc(Cc2ccc(OC)c(OC)c2)s1`?
RXFP1 agonist: -1.9%; TRHR PAM: 11; D2 antag: -11; RXFP1 antagonist: 0; D1 potentiator: -2; D1 antag: -5; D2 potentiator: -5; D1 agonist: 2; D2 ag: -0.3

Results for COc1ccc(CN2CCC(C(N)=O)CC2)cc1OCc1ccccc1 ?
RXFP1 agonist: -1.6%; TRHR PAM: 11; D2 antag: -2; RXFP1 antagonist: 8; D1 potentiator: -4; D1 antag: -1; D2 potentiator: -4; D1 agonist: 3; D2 ag: -0.2

Results for Cc1cccc(NC(=O)[C@@H](CC(C)C)NC(=O)[C@@H]2Cc3ccccc3CN2)c1 ?
RXFP1 agonist: 4.5%; TRHR PAM: 3; D2 antag: 1; RXFP1 antagonist: 5; D1 potentiator: -3; D1 antag: 0; D2 potentiator: -2; D1 agonist: 5; D2 ag: 0.8

How did CC1=CC(C)(C)[N+](C)(C)c2ccccc21 do in these assays?
RXFP1 agonist: 0.0%; TRHR PAM: 0; D2 antag: 9; RXFP1 antagonist: -4; D1 potentiator: -2; D1 antag: -8; D2 potentiator: -6; D1 agonist: 1; D2 ag: 0.1

How did CCCN1CCN(CCCNC(=O)c2ccc3c(c2)sc2nc(-c4ccc(OC)cc4)cn23)CC1 do in these assays?
RXFP1 agonist: 9.5%; TRHR PAM: -6; RXFP1 antagonist: 8; D1 potentiator: -1; D1 antag: 2; D2 potentiator: 6; D1 agonist: 2; D2 ag: -0.3

How did O=C(CSc1nnc(-c2cccnc2)n1-c1ccccc1)Nc1ccccn1 do in these assays?
RXFP1 agonist: -2.1%; TRHR PAM: 2; D2 antag: -14; RXFP1 antagonist: 2; D1 potentiator: -3; D1 antag: 5; D2 potentiator: 0; D1 agonist: 2; D2 ag: 0.9

What do the screens show for `O=C(NCCOc1ccccc1)C(=O)NCC1CCCO1` (configuration not stated)?
RXFP1 agonist: -4.5%; TRHR PAM: 20; RXFP1 antagonist: -2; D1 potentiator: -2; D1 antag: -5; D1 agonist: 1

Results for CSc1ccc(CCNC(=O)C(C)n2nc(C)c3c(C)n(-c4ccccc4)nc3c2=O)cc1 (configuration not stated) ?
RXFP1 agonist: 4.1%; TRHR PAM: -3; RXFP1 antagonist: -19; D1 potentiator: -2; D1 antag: -3; D2 potentiator: -8; D1 agonist: 2; D2 ag: -1.1

Results for O=C(c1cc(-c2ccc(F)cc2)on1)N1CCCC1 ?
RXFP1 agonist: -0.2%; TRHR PAM: -3; D2 antag: 25; RXFP1 antagonist: 3; D1 potentiator: -2; D1 antag: -22; D2 potentiator: -11; D1 agonist: 2; D2 ag: 0.0

What do the screens show for `Cc1nnsc1NC(=O)OCc1ccccc1Cl`?
RXFP1 agonist: 1.8%; TRHR PAM: -3; D2 antag: -2; RXFP1 antagonist: -3; D1 potentiator: -1; D1 antag: -5; D2 potentiator: -1; D1 agonist: 9; D2 ag: 0.3

How did O=C(Nc1nnc(SCc2ccccc2)s1)c1cccs1 do in these assays?
RXFP1 agonist: 0.6%; TRHR PAM: -6; D2 antag: -4; RXFP1 antagonist: -7; D1 potentiator: -1; D1 antag: 13; D2 potentiator: -4; D1 agonist: 5; D2 ag: 2.2

How did COc1ccc(OCC(O)CN2CCCCC2)cc1 (configuration not stated) do in these assays?
RXFP1 agonist: -0.8%; TRHR PAM: 2; D2 antag: 3; RXFP1 antagonist: 2; D1 potentiator: 3; D1 antag: -5; D2 potentiator: 8; D1 agonist: 4; D2 ag: 0.4

Assay outcomes from PubChem BioAssay.
